Assay outcomes deposited in PubChem BioAssay by National Center for Advancing Translational Sciences (NCATS).
Nrf2 inh – Nrf2 pathway inhibition; Potency, µM (top dose mostly 46 µM), inactives show at the top dose activity change, negative = inhibition, actives largely listed as inhibitors; A549 ARE-Fluc reporter, luciferase luminescence, 18-24 h; 360,000 compounds, 2.1% hits; further: potency means the concentration at half of the fitted maximal effect; on the % scale 0 is the no-effect control and ±100 the full control effect; nearly all actives have a fitted effect of over 60% in size
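Nrf2 function is reported as luminescence of an ARE-controlled luciferase in A549 cells. Compounds were tested at several concentrations, and a CellTiter-Fluor read on the same wells flagged cytotoxicity.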
TGFb inhibitor – TGF-b pathway inhibition; HepG2 CAGA-GFP TGF-b/SMAD3 reporter, GFP fluorescence, 18 h; TGF-beta stimulated, 500 pg/mL final; Potency, µM (highest dose often 46.1 µM), for inactives: at the highest dose activity, negative = inhibition, usual class: inhibitors; 410,000 compounds, 1.2% hits; AID 588855; further: potency means the concentration at half of the fitted maximal effect; on the % scale 0 is the no-effect control and ±100 the full control effect; nearly all actives have a fitted effect of over 65% in size
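First, reporter cells (HEPG2 CAGA-GFP) rested 2 h at 37 degrees C. Next, compounds were pinned in and TGF-beta added to 500 pg/mL final. After 18 h, GFP was imaged per cell and summed per well.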
pAkt inh – Akt phosphorylation inhibition; Neuro2A IGF-stimulated pAkt S473 HTRF, 20 min; stronger effect = lower value; 360,000 compounds, 0.32% hits; activity change, % for hits at 50 µM; AID 651550; in the data active means activity change below about -80%; inconclusive means mostly about -51% to -80%; further: on the % scale 0 is the no-effect control and ±100 the full control effect
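Single-point screen (50 µM final compound) in Neuro2A cells stimulated 20 min with 6 nM IGF at 37 deg C. After lysis, Ser473-phosphorylated Akt read by HTRF (ex 330 nm, em 615/665 nm) as the 665/615 ratio.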
S2 tox – reduces viability in counter-screen for ATXN expression inhibitors. S2 cells (HEK-293 line with an ATXN2-luciferase reporter) viability, CellTiter-Fluor protease fluorescence, 24 h. Potency, µM (top dose mostly 56.7 µM), actives largely listed as cytotoxic. 400,000 compounds, 0.49% hits. AID 651635; further: potency means the concentration at half of the fitted maximal effect; nearly all actives have a fitted effect of over 40% in size
CCT modulator – modulators of cytosolic chaperonin (CCT/TRiC) activity | purified chaperonin ATPase assay, HTRF ADP detection, 30 min | activity change, % (test concentration not listed), hits read low | 360,000 compounds, 0.3% hits | AID 651819; in the data active means activity change below about -30%; further: on the % scale 0 is the no-effect control and ±100 the full control effect
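Nucleotide hydrolysis assay: TRiC at 20–40 nM final (set by batch activity) with 10 uM ATP, 30 min at 37 °C, in presence of 76 uM compound. Detection by competitive ADP HTRF, 30 min ambient.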
HepG2 tox – HepG2 cytotoxicity, counter-screen for TGF-b inhibitors; HepG2 CAGA-GFP viability, ATP luminescence, 18 h; Potency, µM (highest dose often 46.1 µM), without a hit: at the highest dose activity change, negative = cytotoxicity, hits mostly cytotoxic; 410,000 compounds, 0.76% hits; AID 588856; further: potency means the concentration at half of the fitted maximal effect; some results filed as inactive show a strong effect at the top dose
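CellTiter-Glo luminescence gave cytotoxicity after 18 hours at 37 degrees C. The cells were HepG2 CAGA-GFP in 1% FBS DMEM, stimulated with 500 pg/mL TGF-beta after compound addition. %Activity was normalised to no-cell wells (complete cell-killing) and DMSO (no toxicity), and curves were fitted and classified.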
Nrf2 activator – Nrf2 pathway activation; AREc32 ARE-luciferase reporter (MCF7-derived line), luminescence, 24 h; 410,000 compounds, 0.31% hits; Potency, µM (doses to about 46.1 µM), inactives show at the highest dose activation, actives largely listed as activators; further: potency means the concentration at half of the fitted maximal effect; % of control where 0% means no effect; nearly all actives have a fitted effect of over 65% in size
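Steps: seed AREc32_Fluc cells (1000/well, 5% FBS OPTI-MEM); incubate overnight at 37 deg C; add 23 nL compound; incubate 24 hr; add Steady-Glo; hold 30 min RT; read luminescence.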
MmCpn inh – M. maripaludis TRiC chaperonin inhibition. 330,000 compounds, 0.031% hits. purified Mm-Cpn ATPase, ADP Transcreener TR-FRET. AID 504842. Potency, µM (highest dose often 76.9 µM), for inactives: at the top dose activity, negative = inhibition, usual class: inhibitors; further: potency means the concentration at half of the fitted maximal effect; on the % scale 0 is the no-effect control and ±100 the full control effect; nearly all actives have a fitted effect of over 80% in size
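Eu-cryptate anti-ADP/ADP-d2 competition gives a ratio inversely related to ADP. Enzyme at 25 nM was pre-exposed to compound for 10 min, then given 10 uM ATP for 30 min, 37°C throughout.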
A549 tox – A549 cytotoxicity, counter-screen for Nrf2 inhibitors | A549 ARE-Fluc cells, CellTiter-Fluor viability, 18-24 h | Potency, µM (doses to about 46 µM), without a hit: at the top dose activity change, negative = cytotoxicity, actives largely listed as inhibitors | 390,000 compounds, 0.16% hits | AID 504648; further: potency means the concentration at half of the fitted maximal effect; on the % scale 0 is the no-effect control and ±100 the full control effect
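Cytotoxicity counterscreen: CellTiter-Fluor fluorescence was measured in A549 ARE_Fluc cells after 18-24 h of compound exposure in a concentration series. The subsequent BugLite luminescent read reports ARE-luciferase activity.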
The depositor's hits bear a star; i = inactive; ? = inconclusive; . = not tested or not shown; [ ] = remark or other dose. Unless noted, the call rests on the fitted dose curve; in most records, active means well fitted curve in the direction sought with a large enough effect; inconclusive means small, poorly fitted or top-dose-only effect, or another doubt; inactive means no such curve, though single readings can be large; an effect the other way counts as inactive or inconclusive.

nr	molecule	Nrf2 inh	TGFb inhibitor	pAkt inh	S2 tox	CCT modulator	HepG2 tox	Nrf2 activator	MmCpn inh	A549 tox
1	O=C(c1ccco1)N(CCC(c1ccccc1)c1ccco1)Cc1ccc(F)cc1 (stereo not drawn)	?	?	i	i	1.3	-21%	3.4%	2%	?
2	O=C(NCC1(N2CCCCC2)CCCCC1)c1ccc(S(=O)(=O)N2CCCC2)cc1	2%	-4%	i	i	-0.1	-9%	0.2%	-1%	11%
3	CC1CCN(C(=O)COC(=O)c2ccc3c(c2)OCCO3)CC1	14%	4%	i	i	0.2	1%	-0.2%	-3%	-7%
4	Cc1ccc(OCCCCCN2CCOCC2)c(Cl)c1	?	15%	i	i	-0.6	-14%	-0.7%	.	5%
5	CCc1ccc(N2CC(C(=O)N3CCCCCC3)CC2=O)cc1 (stereo not drawn)	13%	-30%	i	i	1.0	-4%	-0.5%	-4%	7%
6	CC(C)(O)C1=C[N+](=O)CC=C1	.	.	i	i	-3.1	.	-0.5%	.	.
7	COc1cc(OC)c(OC)cc1CNC(=O)c1ccc(COc2ccccc2)cc1	16µM*	-4%	i	i	0.8	7%	1.0%	0%	-12%
8	Cc1c(NC(=O)Nc2ccc(C(C)(C)C)cc2)c(=O)n(-c2ccccc2)n1C	-14%	0%	i	i	-1.5	-8%	-0.7%	3%	3%
9	COc1cccc([C@@H]2CC=C(C(=O)O)[C@H](c3cccc(Cl)c3)N2S(=O)(=O)c2ccc(C)cc2)c1	?	-3%	i	i	0.9	0%	4.0%	0%	-4%
10	COc1ccc(C(=O)N/N=C\c2coc3ccc(Cl)cc3c2=O)cc1	-3%	1%	i	i	-0.7	3%	-1.2%	1%	5%
11	O=C(c1ccc(C(F)(F)F)cc1)N1CCC(=O)N(C(COCc2ccccc2)Cc2ccccc2)CC1 (stereo not drawn)	-19%	?	i	?	0.5	17%	3.4%	0%	-7%
12	Cc1ccc(CNn2cnnc2SCc2ccc(F)cc2)cc1	-23%	-2%	i	i	-0.1	-31%	0.3%	0%	-18%
13	C#CCN(C[C@@H]1[C@@H](OC(=O)NC2CC2)[C@@H](OC(=O)NC2CC2)Cn2c(=O)ccc(=O)n21)S(=O)(=O)c1ccc(C)cc1	.	-11%	i	?	0.5	4%	10%	.	.
14	COc1ccccc1NC(=O)Cn1c(=O)n(Cc2ccccc2)c(=O)c2c1c1cc(C)ccc1n2C	16%	-3%	.	i	.	0%	-0.5%	.	-12%
15	CN1CCN(C(=O)c2cc3ccccc3[nH]2)CC1	3%	4%	i	i	-3.1	-20%	2.9%	-1%	16%
16	COCCNC(=O)CSc1nc(N)c(NC(=O)c2ccccc2F)c(=O)[nH]1	-13%	-8%	i	i	-0.5	4%	0.2%[9.22 µM]	1%	10%
17	Cn1cccc1C1CCCN1CC(=O)Nc1ccc(C(N)=O)cc1 (stereo not drawn)	-7%	-6%	i	i	0.4	0%	-0.8%	3%	-3%
18	O=c1cc(CN2CCN(Cc3ccc(F)cc3)C(CCO)C2)[nH]c2ccccc12 (stereo not drawn)	3%	5%	i	i	-3.0	-1%	-0.5%	0%	0%
19	CCOc1ccccc1N1CN(C2CCCCC2)CNC1=S	-7%	-14%	i	i	-0.1	0%	-0.6%	1%	0%
20	Cc1ccc(N2C(=O)N(CC(=O)Nc3ccc(C)cc3[N+](=O)[O-])C(=O)C2C)cc1 (stereo not drawn)	-7%	10%	i	i	-5.7	-3%	2.2%	1%	-20%
21	NC(=O)c1ccccc1NC(=O)COc1ccc(Cl)cc1	20%	-33%	i	i	-13	-26%	-1.2%	-1%	2%
22	CCOC(=O)c1cc(-c2ccccc2)n(CCCC(=O)Nc2cc(C)ccc2OC)c1C	.	-7%	.	.	.	-23%	1.4%	.	3%
23	Cc1cc(=O)[nH]c(N/N=C2/CCCC/C2=C\c2ccccc2)n1	4%	1%	i	i	-1.3	-33%	4.4%	-2%	1%
24	Cn1c(-c2cccc(Br)c2)cnc1NCc1cccc(F)c1	-19%	0%	.	i	.	-38%	-0.2%	.	-16%
25	CCC1CCCCN1S(=O)(=O)c1ccc(C(=O)Nc2sc3c(c2C(=O)NC)CCC3)cc1 (stereo not drawn)	.	-1%	.	.	.	-29%	-0.6%	.	-9%

Quoted at random: 2 entries already listed
nr	molecule	Nrf2 inh	TGFb inhibitor	pAkt inh	S2 tox	CCT modulator	HepG2 tox	Nrf2 activator	MmCpn inh	A549 tox
19	CCOc1ccccc1N1CN(C2CCCCC2)CNC1=S	-7%	-14%	i	i	-0.1	0%	-0.6%	1%	0%
18	O=c1cc(CN2CCN(Cc3ccc(F)cc3)C(CCO)C2)[nH]c2ccccc12 (stereo not drawn)	3%	5%	i	i	-3.0	-1%	-0.5%	0%	0%

Carrying on:
nr	molecule	Nrf2 inh	TGFb inhibitor	pAkt inh	S2 tox	CCT modulator	HepG2 tox	Nrf2 activator	MmCpn inh	A549 tox
26	C/C(=N\NC(=O)c1ccc(C(=O)N/N=C(\C)c2ccco2)o1)c1ccco1	1%	1%	i	.	2.5	-2%	2.8%	-4%	-3%
27	COC(=O)c1ccc(Nc2ncnc3c2nc2n3CCCC2)cc1	13%	-12%	.	.	.	-7%	2.6%	.	5%
28	CC[C@H](C)Cc1cn([C@@H](CCCCNC(=O)OC(C)(C)C)C(=O)NCCCCCCCCCCC(=O)N2CCN(C(=O)OC(C)(C)C)CC2)nn1	10µM*	?	i	?	0.1	-21%	3.8%	-3%	?
29	CCCCc1ccc(NC(=O)N[C@@H](C)C(=O)O)cc1	1%	1%	i	i	1.3	-31%	-0.5%	3%	1%
30	Cc1ccc(CSC2=Nc3ccccc3C3=NC(CCC(=O)NC4CCCCC4)C(=O)N23)cc1 (stereo not drawn)	.	-26%	.	.	.	-9%	4.6%	.	?
31	O=C(O)CCn1ccnc1-c1ccccc1	-7%	1%	i	?	-2.3	3%	-0.3%	1%	2%
32	COc1ccccc1CNC(=O)Cc1csc(NC(=O)Nc2ccccc2OC)n1	-23%	-12%	i	i	-0.5	-43%	2.1%	0%	-5%
33	CC(NC(=O)COC(=O)CCNC(=O)c1ccco1)C12CC3CC(CC(C3)C1)C2 (stereo not drawn)	-3%	10%	i	i	-3.0	-2%	-0.6%	0%	-11%
34	CCC(C)N(CCNC(=O)c1ccc(NC2=NC3CS(=O)(=O)CC3S2)cc1)Cc1ccco1 (stereo not drawn)	1%	-1%	i	i	-0.5	-2%	-0.7%	0%	2%
35	CSC[C@H]1CN(c2ccccc2)C(=O)[C@@H]1CC(=O)Nc1ccccc1	.	18%	i	i	-2.9	-4%	0.3%	.	.
36	Clc1ccc2nc(-c3ccccc3)c(Cc3ccccc3)n2c1	.	-3%	i	i	-0.8	-23%	12%	.	.
37	CCOc1ccccc1NC(=O)CN1C(=O)COc2ccc(S(=O)(=O)NC3CCCC3)cc21	7%	-14%	.	?	.	-18%	0.3%	.	2%
38	O=C(COC(=O)/C=C/C(=O)OCC(=O)NC12CC3CC(CC(C3)C1)C2)NC12CC3CC(CC(C3)C1)C2	-14%	0%	i	.	-1.4	-45%	21%	-2%	-12%
39	CCOC(=O)N1CCc2c(sc3c2c(=O)n(-c2ccc(Cl)cc2)c(=O)n3CC(=O)c2ccc(F)cc2)C1	3%	0%	.	.	.	-2%	-0.2%	.	-1%
40	Cc1cccc(Cn2c(=O)n(CCC(=O)NCc3ccc4c(c3)OCO4)c(=O)c3sccc32)c1	14%	1%	.	.	.	1%	0.2%	.	-2%
41	COc1ccc(OC)c(-n2c(C)cc(C=O)c2C)c1	25%	19%	i	i	1.7	13%	0.2%	-1%	5%
42	CC(C)(C)C1CCC(OCC(O)CN2CCN(c3ccccc3)CC2)CC1 (stereo not drawn)	5%	-2%	i	i	-1.3	-37%	0.3%	0%	-1%
43	COc1ccc(S(=O)(=O)N2CCN(CC(=O)NC(C)c3cccs3)CC2)cc1 (stereo not drawn)	.	-3%	i	i	-0.4	-24%	-0.8%	.	.
44	Cc1c(-n2c(SCC(N)=O)nc3ccccc3c2=O)c(=O)n(-c2ccccc2)n1C	4%	-9%	i	i	-6.2	-1%	-0.6%	2%	-4%
45	Cc1ccc(NC(=O)CCSc2nc(C)cc(C)n2)cc1	-21%	1%	i	?	0.8	15%	-0.8%	2%	0%
46	Nc1nnc(SCC(=O)NC2CCCCCC2)s1	5%	3%	i	i	1.1	-7%	-1.8%	1%	2%
47	CCCCCC(=O)Nc1ccc(-c2csc(N)n2)cc1	?	?	i	i	-0.8	-1%	5.0%	-12%	0%
48	COC(=O)COc1ccc(/C=N/NS(=O)(=O)c2ccccc2)cc1	0%	-11%	i	i	-4.1	-18%	0.7%	?	-4%
49	CC1=NN(CCC#N)C(=O)/C1=C/c1ccc(N(C)C)cc1	6%	-2%	i	i	-6.4	4%	2.7%	-4%	-6%
50	CCOc1ccc(NC(=O)CN(C)C(=O)c2ccc(OCC3CCCO3)cc2)cc1OCC (stereo not drawn)	?	?	i	i	0.2	3%	-0.4%	0%	-14%
51	CCOc1cccc(C(=O)NC(=S)Nc2ccc(N3CCCC3)cc2)c1	.	-17%	i	i	1.3	4%	2.7%	-1%	19%
52	Cc1nnc2sc(-c3ccccn3)nn12	-11%	27%	i	i	-0.5	6%	-0.4%	1%	2%
53	CCOc1ccc(NC(=O)C2CCCN(c3nn4c(=O)cc(C)nc4s3)C2)cc1 (stereo not drawn)	-1%	8%	i	.	2.7	0%	0.1%	2%	-6%
54	CCOC(=O)c1cccc(NC(=O)c2cc3ccccn3n2)c1	?	-8%	.	i	.	-49%	-3.1%	.	2%
55	O=C(NCc1ccco1)/C(=C/c1ccccc1)NC(=O)c1ccco1	7%	9%	i	i	-1.6	2%	-0.9%	1%	-2%
56	CNc1ccc(/C=C2\COc3ccccc3C2=O)cc1[N+](=O)[O-]	.	16%	i	i	1.7	6%	0.3%	-2%	-16%
